Compound activity as filed in PubChem BioAssay.
Insulin prom up = MIN6 insulin promoter up-regulation | MIN6 insulin promoter-GFP reporter, high-content imaging; hits give high values | z-score at 5 µM | 0.3% of 190,000 active;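 active = z-score above 3 at 5 µM with at least 500 cells counted in the well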
b-catenin transl = alters nuclear translocation of beta-catenin in HeLa cells | immunofluorescence imaging | nuclear translocation activity, % at 5 µM | 0.3% of 190,000 active;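 active = nuclear translocation activity above 50% at 5 µM, with a well cell count of 50 or more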;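 also: per-cell ratio of nuclear to cytoplasmic median beta-catenin stain intensity; plate controls were DMSO negative control for no effect and GSK-3 inhibitor IX positive control for full effect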
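test system = HeLa cells, endogenous beta-catenin | dosing = single 5 µM dose plus 0.02–20 µM confirmation series | times = compound treatment 24 h, 37°C, 5% CO2 | technique = beta-catenin immunofluorescence imaging with DAPI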
PMI inhibition = human PMI inhibitors, high substrate, primary screen, biochemical, fluorescence intensity, high mannose 6-phosphate (AID 1220) | inhibition, % at 20 µM; hits with a dose series show IC50 in µM | 0.66% of 190,000 active | recombinant PMI enzyme, coupled fluorescence intensity; higher % means a stronger effect
MT stabilizer = microtubule stabilizers in HeLa cells | HeLa tubulin immunostaining HCS, 24 h; share of cells brighter than vehicle mean+2SD | % tubulin-high responders, % at 10 µM | 0.83% of 200,000 active;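 active = plate Z-score above 3 for both tubulin-high and condensed-nucleus cell shares, with cell loss under 80%, at 10 µM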;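 also: anti alpha tubulin signal scored within the nucleus-defined area of each cell; some results filed as inactive read as strong as hits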
Autophagy HCS = alters autophagy in cells; MEF GFP-LC3 puncta imaging; test concentration mostly 10 µM; calls only at 10 µM (by protocol); 0.98% of 190,000 active;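 active = percentage of spot-positive cells more than 3 SD above its plate mean, without a fluorescence outlier flag or 80% toxicity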;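 also: spot-positive cell cutoff set from DMSO-treated cells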
Dynein transport = dynein cargo transport inhibition. 3617.4 mouse cells, GR-EGFP nuclear translocation imaging; test concentration mostly 20 µM; stimulated with dexamethasone, 1 µM; hits give low values. z-score, hits read low. 0.47% of 220,000 active;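 active = plate z-score of nuclear minus cytoplasmic receptor signal below a set negative limit, without overly bright fluorescence or cell loss, cut at about -3.5 in these data, passing the limit was not always enough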;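 also: z-score of nuclear minus cytoplasmic ring GR-EGFP intensity difference per well; some compounds called inactive have numbers as strong as hits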
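Buffer or medium: Induction medium lacking tetracycline, stripped serum | Also added: Dexamethasone agonist, 1.0 µM final, for 30 min | Timing: 48 h induction, 1 h compound, 30 min dex at 37 °C | Detection: Formaldehyde fixation, Hoechst nuclear stain, 10x automated fluorescence imaging | Measure: Nuclear versus cytoplasmic GR-EGFP signal, averaged per well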
human PMI inhibition = inhibitors of human PMI, primary screen, biochemical, fluorescence intensity, coupled assay (AID 1209). purified PMI enzyme, coupled fluorescence intensity; higher % means a stronger effect. one-dose inhibition, % at 20 µM; IC50 in µM for titrated hits. 0.42% of 190,000 active;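 also: plate controls were DMSO vehicle for no effect and wells lacking substrate for full effect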
Yfh1-depleted yeast = enhancers of respiration in Yfh1-depleted yeast, dose response, Friedreich's ataxia, plus single-dose screen (AID 1465); S. cerevisiae Yfh1-off respiration, WST-1 reduction, 72 h; higher fold induction means a stronger effect; one-dose fold induction at 50 µM; EC50 in µM for titrated hits; 0.074% of 220,000 active;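 active = fold induction of absorbance versus untreated yeast above a set limit, then at least 30% activation at any dose in follow-up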;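 also: activators that raise dye reduction in frataxin-depleted yeast; strong numbers were not always called active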
WT yeast gro inh = growth inhibition of WT yeast, mitochondrial fusion screen | mitochondrial fusion phenotypic screen, WT strain | inhibition, % at 10 µM | 2.1% of 190,000 active | AID 1362; in the data active = inhibition above about 58%; tested in S. cerevisiae
WT yeast gro inh mutant strain = second read-out of WT yeast gro inh, no call of its own (marks repeat the call); inhibition, %; mitochondrial fusion phenotypic screen, mutant strain inhibition
Dynein transport cytoplasmic EGFP = also measured in Dynein transport; calls as there; z-score; measured here: cytoplasmic GR-EGFP intensity; hits give high values
Dynein transport nuclear GR-EGFP = also measured in Dynein transport; calls as there; z-score; measured here: nuclear GR-EGFP intensity;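 lower value marks the stronger effect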
Dynein transport cell count = also measured in Dynein transport; calls as there; z-score; measured here: cell count per field
Insulin prom up cell count = also measured in Insulin prom up; calls as there; cell count; measured here: cytotoxicity, nuclei count;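 total cells summed across four imaged fields per well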
b-catenin transl cell count 5 µM = second read-out of b-catenin transl, no call of its own (marks repeat the call); cell count; measured here: cell count, cytotoxicity flag
MT stabilizer Hoechst-high % = also measured in MT stabilizer; calls as there; % Hoechst-high responders; measured here: nuclear condensation Hoechst responders;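 share of cells brighter than vehicle mean plus two SD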
MT stabilizer cytotoxicity % = also measured in MT stabilizer; calls as there; toxicity, %; measured here: cytotoxicity by cell density;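 0% = mean cell density of plate MIN control wells and 100% = no cells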
Autophagy HCS cell loss 18 h = recorded beside Autophagy HCS, whose call it bears; toxicity, %; measured here: cell loss, nuclei count;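 cell loss after 18 h compound exposure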
* marks the source's active call; other numbers are inactive results; i = inactive; nt = not tested or not shown. Rule as the data show it, unless noted: active = inhibition above about 50%; inactive = the rest.

Sequence of screens – Insulin prom up	Insulin prom up cell count	b-catenin transl	b-catenin transl cell count 5 µM	PMI inhibition	MT stabilizer	MT stabilizer Hoechst-high %	MT stabilizer cytotoxicity %	Autophagy HCS	Autophagy HCS cell loss 18 h	Dynein transport	Dynein transport cytoplasmic EGFP	Dynein transport nuclear GR-EGFP	Dynein transport cell count	human PMI inhibition	Yfh1-depleted yeast	WT yeast gro inh	WT yeast gro inh mutant strain
- COc1cccc(CNC(=O)Cc2ccc(-n3c(=O)[nH]c4ccccc4c3=O)cc2)c1
→ nt	nt	-2.1	993	-7.9%	11.7	46.4	32.7	i	-7.1	0.694	0.155	0.086	-1.18	5.6%	i	-9.0	-12.6
- O=C(CSc1nncc2ccccc12)Nc1cccc(C(=O)O)c1
→ 0.06	1040	-0.8	1343	nt	nt	nt	nt	nt	nt	-0.059	0.00678	0.0968	0.631	nt	i	nt	nt
- Cc1onc(-c2ccccc2Cl)c1C(=O)Nc1ccc(-c2cn3cccnc3n2)cc1
→ 0.31	1234	1.0	1384	-32.3%	3.2	3.4	6.3	i	-7.7	-0.485	-0.311	-0.261	0.467	-24.6%	i	26.8	11.8
- COc1ccc(C(=O)Nc2cccc(C)c2)cc1
→ 0.14	1257	-1.1	1029	12.3%	4.6	2.7	8.8	i	12.3	-0.389	-0.0774	0.12	-0.67	15.1%	i	10.7	6.1
- CCOc1cc(-c2nn3cnnc3s2)cc(OCC)c1OCC
→ -1.06	1521	-7.5	990	3.0%	5.0	2.1	5.5	i	13.2	-0.0452	-0.13	0.335	-0.521	-19.4%	i	14.5	-4.5
- COc1ccc(N2CCN(CC(=O)N3N=CCC3c3ccccc3)CC2)cc1 (stereo unspecified)
→ 0.08	1362	-0.5	1025	10.7%	3.3	2.2	13.1	i	9.5	0.41	-0.233	0.616	-1.32	-3.4%	i	-5.7	8.3
- Cn1c(Cn2nnc3ccccc32)nnc1SCC(=O)c1ccc(F)cc1
→ -0.24	1156	-4.8	1045	2.7%	1.9	2.0	6.0	i	-2.9	-0.938	-0.0548	-0.552	1.99	-6.8%	i	12.8	32.6
- COc1ccc(NC(=O)C2CCC(CNc3c(N4CCC(C)CC4)c(=O)c3=O)CC2)cc1OC (stereo unspecified)
→ -0.72	982	nt	nt	4.3%	2.5	3.2	7.9	i	-1.9	0.117	0.552	0.362	0.0563	2.1%	i	-15.2	-3.4
- COc1ccc(C(=O)c2c(C)oc3cc([N+](=O)[O-])c(O)c([N+](=O)[O-])c23)cc1
→ 0.18	1693	-0.1	1064	-1.3%	2.4	1.5	12.7	i	-3.6	0.46	-0.468	0.0439	0.0761	6.7%	nt	-3.5	13.3
- Cc1ccc(CS(=O)(=O)c2nc3c(c(N(C)C)n2)CCCC3)cc1
→ 0.83	1508	-1.5	962	11.0%	5.0	2.1	3.4	i	-25.8	0.76	-0.0922	0.534	-0.409	18.1%	i	3.4	-0.5
- O=C(Cc1coc2cc3c(cc12)CCC3)NC1CCCCCCC1
→ -0.14	1428	-1.7	1106	9.8%	1.6	2.1	11.1	i	-2.4	-0.181	0.21	0.172	0.665	17.5%	i	15.0	-9.1
- CCOc1ncccc1C(=O)Nc1cc(S(=O)(=O)N2CCOCC2)ccc1N1CCCC1
→ 1.35	1447	-0.4	933	4.1%	2.1	4.5	4.6	i	2.7	-0.358	-0.326	-0.601	-0.178	-4.2%	i	-14.0	4.8
- CCN(CC)c1ccc(/C=N/NC(=O)c2cccc(S(=O)(=O)N3CCOCC3)c2)cc1
→ -0.22	1148	nt	nt	16.2%	2.4	3.9	7.3	i	-3.4	-0.145	-0.33	-0.448	0.805	13.8%	i	-56.1	10.0
- COc1ccc2nc(NC(=O)CNS(=O)(=O)c3cccs3)sc2c1
→ nt	nt	-11.6	1246	2.4%	2.3	2.3	6.2	i	7.3	-0.135	-0.197	-0.0758	-0.44	1.5%	i	15.7	26.9
- Cc1cc(C)c(S(=O)(=O)c2ccccc2)c(OC(=O)c2c(F)cccc2Cl)n1
→ nt	nt	-0.9	943	9.5%	1.9	0.8	7.6	i	-4.5	-1.12	0.755	-0.172	0.774	15.3%	i	0.3	-14.0
- Cc1cccc2sc(NC(=O)c3cc(S(=O)(=O)N(C)C)ccc3N3CCCC3)nc12
→ -0.94	1430	1.2	1488	8.1%	2.8	3.0	10.6	i	26.9	-0.225	-0.294	0.207	0.175	10.1%	i	5.1	-5.9
- N#CC1(NC(=O)CN2CCc3ccccc3C2)CCCC1
→ -0.17	1298	0.0	1169	-1.0%	2.0	1.1	1.2	i	0.3	-0.319	-0.22	0.039	-0.237	-7.2%	i	17.1	12.7
- O=C(/C=C/c1ccccc1)OCCCN=C1NS(=O)(=O)c2ccccc21
→ -0.71	1457	1.0	1576	-5.0%	1.3	1.6	2.1	i	1.4	-0.492	-0.305	-0.402	0.841	-0.9%	i	-5.8	6.7
- O=C(CSc1ccc2ccccc2c1)Nc1ncccn1
→ -0.06	1551	0.9	1105	-9.0%	3.3	3.5	6.9	i	6.4	-0.865	-0.276	-0.262	1.21	-11.5%	i	-3.8	6.1
- CCOC(=O)c1c(C)[nH]c(C)c1C(=O)COC(=O)/C=C/c1cccc(F)c1
→ -0.47	1436	-2.3	1057	6.2%	4.5	1.8	6.6	i	8.7	1.86	0.0214	0.998	-1.48	12.3%	i	26.0	5.8
- C=CCOc1ccc(CN(C)CC(=O)Nc2ccc3c(c2)CCC3)cc1
→ -0.47	1330	0.7	1040	0.0%	2.4	2.1	12.6	i	-9.2	0.961	-0.0728	0.0288	-1.07	8.1%	i	23.1	-4.2
- COc1cc(C(=O)O)ccc1O
→ 0.54	1150	-0.4	503	-5.9%	5.0	2.2	8.3	i	1.7	-0.252	-0.278	0.237	0.685	-13.2%	i	-16.0	-14.0
- COc1ccc(Cl)cc1NC(=O)CCNC(=O)OCc1ccccc1
→ 0.17	1497	0.1	911	7.0%	2.9	2.4	12.9	i	-0.4	0.885	-0.074	1.41	-0.807	0.7%	i	1.7	-3.6
- Cc1c(C(O)CN2CCN(Cc3ccc4c(c3)OCO4)CC2)c2ccccc2n1C (stereo unspecified)
→ -0.18	1219	-0.5	1203	14.8%	2.6	3.1	9.8	i	4.5	-0.178	-0.274	0.195	-0.249	19.2%	i	17.1	0.5
- CCCNC(=O)C1CCN(c2nc(C)cc(C)n2)CC1
→ -0.41	1228	-2.6	1211	-1.1%	2.7	1.7	6.7	i	0.5	-0.345	-0.208	-0.279	0.3	2.8%	i	-1.4	3.0
- O=C(Cc1ccc2c(c1)CCCC2)Nc1ccc2ccccc2c1
→ 0.12	1261	-2.6	538	43.3%	2.3	2.0	0.0	i	12.5	-0.074	-0.232	0.0888	-0.0191	19.1%	i	-1.8	8.0
- O=C(Cn1cc2c(n1)CCCCC2)NCc1cccs1
→ -0.31	1399	-2.2	1132	8.7%	2.4	1.6	6.1	i	6.2	-0.087	-0.244	0.279	0.182	9.3%	i	-3.8	2.4
- COc1cc(Cl)c(C)cc1NC(=O)CSc1cc(Cl)ccc1Cl
→ -0.01	1404	1.0	1106	0.8%	2.7	1.3	5.9	i	-6.7	0.207	-0.241	-0.0336	0.152	9.4%	i	30.5	-12.5
- Cc1oc(-c2ccccc2F)nc1CN1CCC(C(=O)NC2CCCCCCC2)CC1
→ -0.77	841	-0.4	1454	6.7%	4.6	2.6	7.2	i	7.1	0.991	-0.158	0.55	-1.55	10.6%	nt	-17.6	-1.4
- CCOC(=O)c1ccc(NC(=O)CC2NCCNC2=O)cc1 (stereo unspecified)
→ 0.15	1568	-1.7	1443	8.4%	2.6	1.0	4.5	i	4.7	-0.896	-0.208	-0.244	0.204	8.9%	i	12.0	15.8
- CCOC(=O)c1nnsc1NC(C)=O
→ -0.24	1975	-1.2	1133	7.8%	3.8	2.4	1.9	i	9.5	-0.39	-0.336	-0.336	-0.159	9.4%	i	17.7	10.0
- O=C(Nc1ccccc1)c1ccc(-c2ccccc2C(F)(F)F)o1
→ -0.45	905	nt	nt	7.9%	3.3	2.0	7.4	i	35.9	-0.545	-0.295	0.113	0.925	9.6%	i	51.8	6.6
- Cc1ccn(S(=O)(=O)c2ccc(C(C)(C)C)cc2)n1
→ 0.69	1190	-3.8	1212	3.9%	2.2	1.5	6.9	i	-5.4	-0.917	-0.3	-0.766	-0.127	15.5%	i	18.6	13.8
- CCOCCCNC(=O)C1c2ccccc2C(=O)N2CCc3ccccc3C12 (stereo unspecified)
→ 0.6	1610	-3.3	1006	16.9%	1.5	2.2	6.1	i	-4.3	-0.34	-0.182	-0.0925	0.107	1.4%	i	4.2	-13.6
- COc1ccc(N2CCN(Cc3nc4c(c(=O)n(C)c(=O)n4C)n3Cc3cccc(C)c3)CC2)cc1
→ nt	nt	-0.8	1124	16.4%	2.8	3.4	8.9	i	6.2	-0.45	-0.209	0.064	0.511	13.8%	nt	5.5	4.3
- Cc1ccc(S(=O)(=O)N2CCN(c3ccnc4cc(Cl)ccc34)CC2)cc1
→ -1.14	1243	2.2	1031	5.1%	2.7	3.0	0.7	i	26.2	-0.676	-0.288	-0.253	0.205	14.4%	i	65.5*	29.4*
- Cc1cc(OCCOCCN(C)C)ccc1Cl
→ 0.1	1380	-2.1	521	7.7%	3.0	1.8	3.5	i	-3.2	0.577	-0.323	-0.099	-0.153	-1.7%	i	11.6	11.4
